aSyn tox rescue = qHTS of alpha-syn Inhibitors: NCGC Sytravon Library Screen. Potency, µM (titrated, usually from 46.1 µM), inactives show at the top dose growth rescue (activation), actives largely listed as activators. S. cerevisiae alpha-synuclein toxicity rescue, BacTiter-Glo growth, 24 h. actives 0.02% (n = 94,000); active = well fitted activation curve with a large enough effect; inconclusive = small, poorly fitted or top-dose-only effect; also: 0% is about no effect
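Growth restoration measured by BacTiter-Glo luminescence after 24 hr at 30 deg C; alpha-synuclein yeast, raffinose-pregrown to mid-log, were added at OD600=0.02 in galactose medium onto pinned compounds.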
* hit, by the source's call; ? = inconclusive; [ ] = remark or other dose. Potency is read from the fitted curve at half-maximal effect.

structure,aSyn tox rescue
O=C(CCNC(=O)c1ccc(Br)cc1)Nc1ccccc1N1CCCCC1,5.6%
O=C1CSC(c2cccc([N+](=O)[O-])c2)N1c1ccccc1 (configuration not stated),10.8%
CCOc1ccc(NC(=O)CCCNC(=O)Cn2cnc3sc(C)c(C)c3c2=O)cc1,-4.1%
CNC(=O)N(O)C1N(/N=C/c2cccnc2)C(=S)SC1(C)C (configuration not stated),-10.3%
CC(=O)c1ccc(NC(=O)c2nc3nc(C)cc(C(F)F)n3n2)cc1,1.9%
Cc1ccc(CN(C)C[C@H]2OCc3cnnn3CCCC(=O)N([C@@H](C)CO)C[C@@H]2C)cc1,-11.7%
Cc1cccn2c(=O)c3cc(C(=O)Nc4ccc(Cl)c(Cl)c4)sc3nc12,1.8%
CCOCCCNC(=O)C(c1ccc(OC)cc1)N(Cc1cccs1)C(=O)CNC(C)=O (configuration not stated),-4.7%
Cc1cccc(C(=O)NCC(=O)NNC(=O)c2ccccc2O)c1,-3.5%
COC(=O)Cc1ccc(NC(=S)NCc2cccc(OC)c2)cc1,-1.5%
CC(C)c1ccc2occ(CC(=O)N(Cc3ccc(F)cc3)C3CCS(=O)(=O)C3)c2c1 (configuration not stated),-0.6%
CCc1nc2ccccc2[nH]c1=O,0.9%
O=C(CC1N=C2c3ccccc3N=C(SCc3cccc(F)c3)N2C1=O)NC1CCCCC1 (configuration not stated),1.8%
O=C(NC(c1ccccc1)c1ccccn1)c1cccc([N+](=O)[O-])c1 (configuration not stated),13.1%
Cc1ccc(-c2nc(S(=O)(=O)c3ccc(C)cc3)c(SCC(=O)Nc3ccc(F)cc3)o2)cc1,5.8%
CCOc1ccc(NC(=O)c2ccc(F)c(S(=O)(=O)N(CC)Cc3ccccc3)c2)cc1,4.4%
COC(=O)c1ccccc1NCc1cc(=O)oc2cc(O)c(O)cc12,3.6%
CC(=O)CCC(=O)OCC(=O)Nc1ccc(SC(F)F)cc1,-15.3%
CCN(CC)c1ccc(-n2nc3cc(C)c(NC(=O)c4ccccc4F)cc3n2)cc1,-9.7%
COc1ccc(CCN(C)C(=S)Nc2ccc(SC(F)F)cc2)cc1OC,-14.0%
O=C(c1ccc2c(c1)N(Cc1ccc(F)cc1)C(=O)c1ccccc1S2(=O)=O)N1CCCCC1,-1.8%
CNC(=O)C[C@@H]1C(=O)N(CCc2ccccc2)CC1(C)C,-3.6%
Clc1ccc(OCCOCCN2CCc3ccccc3C2)c(Cl)c1,-2.7%
CCOc1ncccc1C(=O)OCC(=O)N(CC(C)C)C1CCS(=O)(=O)C1 (configuration not stated),6.3%
CCN(CC)CCCN(Cc1cc2cc3c(cc2[nH]c1=O)OCO3)C(=S)Nc1ccccc1OC,-8.0%
Cc1nc2nc(NC(=O)C(C)(C)C)[nH]n2c(=O)c1Cc1ccccc1,-6.9%
Cc1cc(C)cc(NC(=O)C2C3C=CC4(O3)C2C(=O)N(CCCN2CCCC2)C4C(=O)NC2CCCC(C)C2C)c1 (configuration not stated),-3.8%
O=C(CSc1nc(-c2ccccc2)[nH]c1-c1ccccc1)Nc1ccc2c(c1)OCCO2,-44.1%[inhibitor]
O=C(O)CSCCCC(=O)Nc1ccc(Br)cc1,-2.0%
CCS(=O)(=O)c1oc(-c2ccc(F)cc2)nc1S(=O)(=O)c1ccccc1,-3.6%
CCOC(=O)Cc1cc(=O)[nH]c(/N=C(\N)Nc2ccc(OC)cc2)n1,-4.7%
Cc1ccc(NC(=O)CN(C)Cc2c(O)ccc3ccccc23)cc1,3.9%
Cc1ccc(N(CC(=O)O)S(C)(=O)=O)cc1,0.5%
CCOc1ccc(NC(=O)Cn2c3ncccc3c(=O)n2-c2ccc(CC)cc2)cc1,4.3%
CCN(CC)C(=O)Oc1ccc2c(c1)O/C(=C\c1ccco1)C2=O,11.8%
COC(=O)N/N=C/c1ccc(Oc2ccccc2)cc1,11.2%
COC(=O)c1ccc(Cl)cc1NC(=O)N1CCCn2nc(C)cc21,-14.0%
COc1ccc(-c2nc(CS(=O)CC(=O)NCc3cccnc3)c(C)o2)cc1 (configuration not stated),1.9%
COc1ccc(-c2nnc(SCC(=O)N(C)Cc3ccccc3)o2)cc1OC,-6.0%
CC(C)CN1CN(Cc2ccccc2)CNC1=S,3.1%
Cc1oc(C(N)=O)nc1-c1ccccc1,-9.7%
CCOc1ccccc1CNC(=O)c1nn(C)c2c1CS(=O)(=O)c1ccccc1-2,8.0%
Cc1nc(-c2ccccc2)sc1-c1ccc(SCC(=O)NCc2ccccc2)nn1,4.5%
CCc1nn(CCCC(=O)NC2CCCCC2C)c(=O)c2cc3occc3n12 (configuration not stated),1.9%
C[C@@H]1CN([C@@H](C)CO)C(=O)CCCn2nncc2CO[C@H]1CN(C)S(=O)(=O)c1ccc(Cl)cc1,-5.3%
COC(=O)c1cc2c(s1)-c1ccccc1OC2,1.3%
CCOCCCn1c(SCC(=O)Nc2oc(C)c3c(C)n[nH]c(=O)c23)nnc1-c1ccncc1,-4.2%
Cc1ccc(N2CC(C(=O)Nc3ccc4c(c3)OCO4)CC2=O)cc1C (configuration not stated),6.8%
O=C(Oc1ccc(-c2ccccc2)cc1)C1C2CCCCC21 (configuration not stated),-12.0%
CN(C)S(=O)(=O)c1ccc(N2CCCC2)c(C(=O)Nc2ccccc2F)c1,0.2%
CN(c1cccc(NS(=O)(=O)c2ccccc2)c1)S(C)(=O)=O,4.0%
CSc1nc(O)c(C(c2ccc(F)cc2)c2c(O)nc(SC)[nH]c2=O)c(=O)[nH]1,-1.8%
Nc1c(C(=O)c2ccc3c(c2)OCO3)sc(Nc2ccccc2F)c1S(=O)(=O)c1ccccc1,-8.9%
Cc1ccc(CN2CCN(Cc3ccncc3)CC2CCO)o1 (configuration not stated),-38.4%[inhibitor]
CN1CCN(c2nc(-c3ccc(Cl)s3)cs2)CC1,-12.5%
COc1ccc2c(CNCc3cccs3)c(C(=O)O)n(Cc3cccc(F)c3)c2c1,4.4%
c1ccc2c(NC3C4CC5CC(C4)CC3C5)nc(N3CCOCC3)nc2c1 (configuration not stated),?
COc1ccc(-c2nnc(SCC(=O)N(C)C3CCCCC3)o2)cc1OC,3.6%
Cc1c(C)n(Cc2ccccc2)c2ccc(C(=O)NC(C)c3ccccc3)cc12 (configuration not stated),-4.4%
CCN1C(=O)c2ccccc2S(=O)(=O)c2ccc(C(=O)NCc3ccc(F)cc3)cc21,4.7%

(more compounds)
structure,aSyn tox rescue
Cc1ccc2c(c1)N(C(=O)CCC(=O)NCc1cccs1)CC(C)O2 (configuration not stated),3.4%
CCN(CC)c1ccc(NS(=O)(=O)c2cc3[nH]c(=O)c(=O)[nH]c3cc2C)c(C)c1,-2.6%
CCOc1ccccc1OCCC(=O)NNC(=O)Cn1nc(C)cc1C,-1.8%
CCN(CC(=O)Nc1c(F)cccc1F)C(=O)c1ccc2ccccc2n1,-10.3%
CC(=O)CSc1nnc2[nH]c(=O)cc(N)n12,0.6%
Cc1ccc(N2CCN(C(=O)c3c(C)oc4ncnc(N5CCCCC5)c34)CC2)c(C)c1,13.1%
Cc1ccn2c(=O)c(C(=O)NCc3ccccc3Cl)c(O)nc2c1,1.5%
COc1ccccc1N1CCN(C(=O)CSc2n[nH]c(-c3ccccc3)n2)CC1,1.8%
Cc1ccccc1N=Cc1ccc[nH]1,3.4%
CC(=O)Nc1cccc(C(=O)OCC(=O)N2CCC(c3ccccc3)=N2)c1,3.1%
COC(=O)c1ccc(Cn2c(SCc3ccccc3)nc3ccncc32)cc1,2.5%
CC(C)(C)S(=O)(=O)/C(C#N)=N/Nc1ccc(S(C)(=O)=O)cc1,-15.7%
Cc1ccccc1OCC(=O)N(Cc1ccc(C(C)C)cc1)C1CCS(=O)(=O)C1 (configuration not stated),15.3%
Cc1ccc(C=C2C=C(c3ccccc3)OC2=O)cc1,0.1%
Cc1ccccc1OCC(=O)NCCCNC(=O)c1ccncc1,-2.1%

As entered above:
In aSyn tox rescue, `CC(C)(C)S(=O)(=O)/C(C#N)=N/Nc1ccc(S(C)(=O)=O)cc1` shows -15.7%
In aSyn tox rescue, `CC(=O)CSc1nnc2[nH]c(=O)cc(N)n12` shows 0.6%

(more compounds)
structure,aSyn tox rescue
N=c1n(CCCOc2ccc(F)cc2)c2ccccc2n1CC(N)=O,14.5%
Cc1cccc(Cn2c(=O)n(CC3CCC(C(=O)NC(C)C)CC3)c(=O)c3sccc32)c1 (configuration not stated),4.4%
Cc1ccc(S(=O)(=O)Nc2ncnc3ccccc23)cc1,-0.8%
COc1ccc(Cl)c2c1[nH]c1nc(SCc3cccnc3)nnc12,5.5%
Fc1ccc(-c2nc(-c3cccs3)c(-c3cccs3)[nH]2)cc1,-9.5%
CCOC(=O)Cn1cnc2c(cnn2-c2ccc(C)c(C)c2)c1=O,5.3%
Cc1cc(C)cc(NC(=O)c2c(C)oc3nc(C)nc(N4CCCC4)c23)c1,-7.8%
CCOC(=O)c1c(C)n(S(=O)(=O)c2ccc(C)cc2)c2ccc(NS(=O)(=O)c3ccc(C)cc3)cc12,4.9%
CCn1c(=O)c2cc(C(=O)N(C)c3ccccc3F)sc2c2ccccc21,?
Cc1ccc(CCNC(=O)c2oc(=O)c3ccccc3c2-c2ccc(C)cc2)cc1,0.2%
Cc1ccccc1NC(=O)C1CCC(CNS(=O)(=O)c2ccc3c(c2)C(C)(C)C(=O)N3C)CC1 (configuration not stated),1.2%
Cc1ccc(S(=O)(=O)Nc2ccccn2)cc1[N+](=O)[O-],6.5%
CCN(C(=O)COC(=O)/C(=C/c1ccccc1)n1nnnc1C)C1CCCCC1,11.9%
O=C(Cc1ncn[nH]1)NCCc1ccccc1,-12.4%
COc1cccc(-n2c(C)nc3cc(C(=O)O)ccc32)c1,2.3%
Fc1ccc(NC(=S)NCCN2CCOCC2)cc1,5.8%
CCN(CC)CCNC(=O)c1cc2c(=O)oc3ccc(C)cc3c2s1,?
O=C(N/N=C/c1ccccc1OCC(=O)N1CCCC1)C(=O)Nc1ccccc1F,5.3%
CC(=O)c1ccc(NC(=O)c2nc(-c3ccc(Cl)cc3)n3c2CCCCC3)cc1,-2.1%
COc1cc(NC(=O)c2ccc(N)nc2)cc(C(=O)Nc2cccc(C(F)(F)F)c2)c1,-0.3%
COCCn1c(C)cc(O)c(C(c2ccccc2Cl)N2CCN(c3ccccc3)CC2)c1=O (configuration not stated),-5.3%
CCn1c(COc2cccc(C)c2)nc2ccccc21,7.1%
O=C(Cc1ccccc1)NCCn1ccc2ccccc21,-2.8%
CCOC(=O)N1CCN(C(=O)CCN2C(=O)c3ccccc3S2(=O)=O)CC1,10.4%
O=C(COC(=O)C1CC(=O)N(Cc2ccco2)C1)Nc1ccccc1[N+](=O)[O-] (configuration not stated),-3.9%
COc1ccc(NC(=O)Cn2c(=O)n(Cc3ccccc3Cl)c(=O)c3cc(OC)c(OC)cc32)cc1,-3.4%
Cc1cccn2c(=O)c(/C=C(\C#N)c3nc4ccccc4[nH]3)c(Oc3ccc(C(C)(C)C)cc3)nc12,-0.2%
O=C(CSc1nc2c([nH]c3ccccc32)c(=O)n1-c1ccccc1)Nc1cccc(C(F)(F)F)c1,-9.4%
O=C(O)C(Cc1ccc(O)cc1)N1C(=O)c2c(Cl)c(Cl)c(Cl)c(Cl)c2C1=O (configuration not stated),0.4%
N#CCCn1cc(/C=C2\NC(=S)N(c3ccccc3)C2=O)c(-c2ccc(-c3ccccc3)cc2)n1,-18.5%

Part of the list above in order of SMILES length, largest number first.
structure,aSyn tox rescue
COc1ccc(NC(=O)Cn2c(=O)n(Cc3ccccc3Cl)c(=O)c3cc(OC)c(OC)cc32)cc1,-3.4%
O=C(c1ccc2c(c1)N(Cc1ccc(F)cc1)C(=O)c1ccccc1S2(=O)=O)N1CCCCC1,-1.8%
Cc1ccccc1N=Cc1ccc[nH]1,3.4%

Going on with the list:
structure,aSyn tox rescue
Cc1sc2ncnc(N3CCC(C(=O)Nc4cc(S(C)(=O)=O)ccc4Cl)CC3)c2c1C,-0.5%
CCCC(=O)Nc1cccc(-c2nc3ncccc3o2)c1,3.9%
COc1ccc(OC)c(-c2cc(C(=O)N3CCOCC3)no2)c1,1.7%
CC(C)c1ccc(NC(=O)C(Cc2ccccc2)NS(=O)(=O)c2ccc3c(c2)oc(=O)n3C)cc1 (configuration not stated),1.2%
CC(C(=O)Nc1ccccc1F)N1CCN(S(=O)(=O)c2ccc(C(F)(F)F)cc2)CC1 (configuration not stated),-2.3%
COc1ccc(NC(=O)C2CCCN(S(=O)(=O)c3ccc4c(c3)CCCC(=O)N4)C2)c(OC)c1 (configuration not stated),8.1%
CCOC(=O)c1ccc(Nc2c(-c3ccc(O)c(OC)c3)nc3nc[nH]n23)cc1,-9.0%
COc1ccccc1-n1nc(-c2ccccc2)c2cnc3cc(C(F)(F)F)ccc3c21,2.6%
O=S(=O)(NCc1nnnn1-c1ccc(F)cc1)c1ccc(F)cc1,-1.6%
Cc1cc(F)ccc1NCc1ccc([N+](=O)[O-])cc1,-13.5%
O=C(c1ccc(F)cc1)N1CCC(c2nc3ccccc3s2)CC1,6.6%
COCCn1c(SCC(=O)NNC(=O)Cc2ccccc2)nc2ccccc2c1=O,4.6%
COc1ccc(NC(=S)/N=C(\N)Nc2nc(C)c3ccccc3n2)cc1,-10.4%

Source: PubChem BioAssay (National Center for Advancing Translational Sciences (NCATS))

The list is partial; rates above refer to the full screens.
